PTAP-TSG101 blk: TSG101-PTAP interaction inhibition, HIV-1 budding; Fluorescence polarization, FITC-PTAP peptide/Tsg101, 20 min; Potency, µM (series often up to 115 µM), inactives show at the top dose activity change, negative = inhibition, actives largely listed as inhibitors; 44,000 tested, under 10 active; AID 1347069; also: potency is read from the fitted curve at half-maximal effect; 0% is about no effect
Target sequence (Q99816 whole entry, looked up): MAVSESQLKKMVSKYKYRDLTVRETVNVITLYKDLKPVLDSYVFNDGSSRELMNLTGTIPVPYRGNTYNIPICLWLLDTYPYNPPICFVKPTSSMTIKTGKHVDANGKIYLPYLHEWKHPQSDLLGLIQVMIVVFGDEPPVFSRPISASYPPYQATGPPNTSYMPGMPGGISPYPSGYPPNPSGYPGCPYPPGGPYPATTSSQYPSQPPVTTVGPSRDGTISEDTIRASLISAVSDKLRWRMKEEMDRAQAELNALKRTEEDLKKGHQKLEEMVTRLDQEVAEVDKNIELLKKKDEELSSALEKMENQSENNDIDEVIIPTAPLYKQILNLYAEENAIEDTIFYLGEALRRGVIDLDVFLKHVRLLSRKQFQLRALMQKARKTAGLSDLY
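Steps: Tsg101 binding domain (10 uM final) in HEPES pH 7.5/NaCl/Tween 20/EDTA/TCEP; add compound; add FITC-PTAP peptide (50 nM final); incubate 20 min r.t.; read polarization.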
GALK inh: inhibits human galactokinase; P51570; recombinant GALK, Kinase-Glo ATP luminescence, 1 h; Potency, µM (doses to about 57.5 µM), for the others: at the highest dose activity, negative = inhibition, most hits filed as inhibitors; 44,000 tested, under 10 active; AID 1347072;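 also: plate controls were full GALK reaction for no effect and reaction lacking GALK for full effect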
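Compounds were pinned into ATP buffer, then GALK-galactose mix was added (final 5 nM enzyme, 35 uM ATP, 100 uM galactose, pH 8.0). After 1 h at room temperature, Kinase-Glo Plus was added and luminescence read.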
p53null 39C tox: p53 null cell cytotoxicity, nonpermissive temperature | H1299 p53-null (neo) cells, 39C, ATPlite viability, 24 h | Potency, µM (titrated, usually from 46.1 µM), for the others: at the highest dose activity, negative = cell killing, usual class: cytotoxic | hit rate 0.97% among 55,000 | AID 904;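 also: potency is read from the fitted curve at half-maximal effect; 0% = DMSO only and -100% = full killing by 100 µM tamoxifen; nearly all actives have a fitted effect of over 50% in size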
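H1299 lung cancer cells, p53-null (H1299-neo) or expressing p53 A138V (H1299-p53A138V), were plated overnight at 37C, then exposed to compounds at up to 46 uM for 24 hr at 39C. Viability was read by ATP-based luminescence.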
B2AR arrestin ag: ADRB2 beta-arrestin recruitment | P07550 | HTLA Tango cells, beta-arrestin recruitment, luciferase luminescence, 18 h | Potency, µM (series often up to 46.1 µM), for the others: at the top dose activation, usual class: activators | 44,000 tested, under 10 active;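 also: potency is read from the fitted curve at half-maximal effect; 0% = DMSO and full agonism = EC100 isoproterenol or metaproterenol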
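First, Tango cells carrying beta2-AR and beta-arrestin fusions received compound up to 46 microM. After 18 hr at 37 degrees C, luciferase substrate was added for 15 minutes, then luminescence gave %Activity for curve fitting.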
p53null 32C tox: kills p53 null cells at the permissive temperature; H1299-neo p53 null cells, ATP luminescence, 24 h, 32C; Potency, µM (series often up to 46.1 µM), without a hit: at the top dose activity change, negative = cytotoxicity, usual class: cytotoxic; AID 903; hit rate 0.62% among 55,000;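 also: potency is read from the fitted curve at half-maximal effect; 0% = DMSO only and -100% = full killing by 100 µM tamoxifen; nearly all actives have a fitted effect of over 55% in size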
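ATP-content luminescence in p53-null H1299-neo cells after 24 h compound exposure (up to 46 uM) at 32C permissive temperature; 0% and 100% killing set by DMSO and 100 uM tamoxifen; Hill-equation AC50.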
NTMT1 inhibitor: NTMT1 methyltransferase inhibition | NTMT1 MTase-Glo SAH luminescence, purified enzyme | Potency, µM (doses to about 114 µM), inactives show top-dose activity change, negative = inhibition, hits mostly inhibitors | hit rate 2.5% among 59,000 | AID 1645870;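 also: potency is read from the fitted curve at half-maximal effect; plate controls were DMSO vehicle for no effect and no enzyme for full effect; nearly all actives have a fitted effect of over 65% in size; many of its hits are not listed in these tables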
Target sequence (Q9BV86 whole entry, looked up): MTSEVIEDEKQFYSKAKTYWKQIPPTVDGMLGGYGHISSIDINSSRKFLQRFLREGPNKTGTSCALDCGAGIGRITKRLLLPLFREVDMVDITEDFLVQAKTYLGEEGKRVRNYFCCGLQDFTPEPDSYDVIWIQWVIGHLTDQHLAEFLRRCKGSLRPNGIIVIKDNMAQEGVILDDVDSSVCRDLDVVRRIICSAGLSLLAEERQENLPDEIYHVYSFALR
FH mod: Identification of activators of human fumarate hydratase by quantitative high-throughput screening. Fumarate hydratase, mitochondrial (Homo sapiens), P07954. FH coupled MDH/diaphorase resazurin fluorescence, 15 min. Potency, µM (highest dose often 79.9 µM), for the others: top-dose activity change, negative = inhibition, hits mostly inhibitors. hit rate 0.22% among 54,000. AID 1347055, 2019; also: potency is read from the fitted curve at half-maximal effect; % is scaled to controls: 0 for no effect and ±100 for the full control effect; the screen sought activators but most active calls are inhibition curves; nearly all actives have a fitted effect of over 45% in size
Starred values were filed as active, the others as inactive; ? = inconclusive; . = no result given; [ ] = another dose, or the depositor's remark. Calls follow the shape of the dose curve; as a rule, active = well fitted curve in the direction sought with a large enough effect; inconclusive = small, poorly fitted or top-dose-only effect, or another doubt; inactive = no such curve, though single readings can be large; an effect the other way counts as inactive or inconclusive. A portion of the library, so the mix of outcomes need not match the whole.

1: COc1ccccc1Oc1nc2c(c(=O)n(C)c(=O)n2C)n1Cc1cccc(Br)c1
2: Cc1cc(C)cc(OCc2ccc(C(=O)Nc3ccccc3F)o2)c1
3: COc1ccc(S(=O)(=O)N2CCN(c3ccc(F)cc3)CC2)cc1-c1noc(C)n1
4: Cc1c(/C=C(\C#N)C(=O)Nc2cccc(Cl)c2)c2ccccc2n1Cc1ccccc1Cl
5: Oc1cccc(Nc2nc(-c3ccccc3)nc3ccccc23)c1
6: Cc1cccc(-c2noc(CN(C(=O)COc3ccc(Br)cc3C)C(C)C)n2)c1
7: COc1cccc(N2CC(NC(=O)CCCc3ccccc3)CC2=O)c1 (centres undefined)
8: CCC(CC)c1nn2c(=O)cc(COc3ccc(NC(=O)c4ccccc4C)cc3)nc2s1
9: Cc1ccc(C)c(CN2C(=O)c3ccccc3S(=O)(=O)c3ccc(C(=O)Nc4cc(F)ccc4F)cc32)c1
10: COc1ccc(Br)cc1CNC(=O)CN1C(=O)CCCc2ccccc21
compound no. | 1 | 2 | 3 | 4 | 5 | 6 | 7 | 8 | 9 | 10
NTMT1 inhibitor | 15% | 15% | 2% | 12% | ? | 8% | 13% | 14% | -3% | 2%
B2AR arrestin ag | -2% | 0% | -3% | 0% | 1% | -2% | -4% | -2% | -2% | 1%
PTAP-TSG101 blk | 3% | 2% | -2% | -2% | -1% | -5% | -2% | 0% | 0% | -1%
p53null 32C tox | 8% | -3% | -4% | 3% | -3% | -1% | 1% | ? | -8% | -2%
p53null 39C tox | 19% | 3% | -2% | -2% | -16% | -2% | 27% | ? | -2% | -16%
FH mod | -21% | -2% | 23% | -5% | ? | -22% | -5% | -6% | -10% | -15%
GALK inh | ? | 1% | 2% | 0% | -19% | -2% | -2% | -1% | -2% | 2%

11: COc1ccc(C2CC(=O)c3cnc4c(-c5ccc(F)cc5)c(C)nn4c3C2)cc1OC (centres undefined)
12: Cc1cccc(N2CCN(C3=C(c4ccccc4)C(=O)c4ccccc43)CC2)c1C
13: COc1ccc(CNC(=O)CN2C(=O)CSc3ccc(S(=O)(=O)N4CCOCC4)cc32)c(OC)c1
14: CC1=C(C(=O)Nc2ccc(Cl)cc2)C(c2ccccc2C)n2ncc(C(=O)Nc3ccc(C)cc3)c2N1 (centres undefined)
15: COC(=O)c1ccc(Cl)cc1NC(=O)N(Cc1ccc(C)o1)C1CCN(C(C)=O)CC1
16: CCN(CC)CCCNc1sc(S(=O)(=O)c2ccccc2)nc1S(=O)(=O)c1ccc(Cl)cc1
17: O=C(Nc1ccc2oc(-c3cccnc3)nc2c1)c1ccc(-c2cccc(Cl)c2)o1
18: Cc1ccccc1OCC(=O)Nc1ccc2nc(SCc3ccccc3)sc2c1
19: Cc1cc(C)cc(NC(=O)C2CCN(C(=O)c3cnn(-c4ccccc4)c3-n3cccc3)CC2)c1
20: Cc1ccc(C)c(NC(=O)CSc2c(C)cnc3c2c(=O)n(C)c(=O)n3C)c1
compound no. | 11 | 12 | 13 | 14 | 15 | 16 | 17 | 18 | 19 | 20
NTMT1 inhibitor | 18% | . | -5% | 5% | -2% | -3% | 25µM* | 3% | -24% | 4%
B2AR arrestin ag | 0% | -2% | -1% | 1% | 0% | -2% | 5% | -4% | -4% | -2%
PTAP-TSG101 blk | -6% | 2% | 5% | -2% | -5% | -7% | 21% | -1% | -11% | -6%
p53null 32C tox | 10% | 5% | 1% | 21% | -3% | 2% | 3% | -7% | 14% | 4%
p53null 39C tox | -15% | 1% | -1% | 8% | -22% | ? | -10% | 4% | 23% | -2%
FH mod | -24% | . | -16% | ? | -10% | -27% | 2% | 0% | ? | -5%
GALK inh | 10% | 2% | 0% | -2% | 2% | 8% | -2% | -11% | 0% | -1%

An excerpt of these results, with bars between the fields:
entry | Molecule | NTMT1 inhibitor | B2AR arrestin ag | PTAP-TSG101 blk | p53null 32C tox | p53null 39C tox | FH mod | GALK inh
1 | COc1ccccc1Oc1nc2c(c(=O)n(C)c(=O)n2C)n1Cc1cccc(Br)c1 | 15% | -2% | 3% | 8% | 19% | -21% | ?
2 | Cc1cc(C)cc(OCc2ccc(C(=O)Nc3ccccc3F)o2)c1 | 15% | 0% | 2% | -3% | 3% | -2% | 1%
3 | COc1ccc(S(=O)(=O)N2CCN(c3ccc(F)cc3)CC2)cc1-c1noc(C)n1 | 2% | -3% | -2% | -4% | -2% | 23% | 2%
4 | Cc1c(/C=C(\C#N)C(=O)Nc2cccc(Cl)c2)c2ccccc2n1Cc1ccccc1Cl | 12% | 0% | -2% | 3% | -2% | -5% | 0%
5 | Oc1cccc(Nc2nc(-c3ccccc3)nc3ccccc23)c1 | ? | 1% | -1% | -3% | -16% | ? | -19%
6 | Cc1cccc(-c2noc(CN(C(=O)COc3ccc(Br)cc3C)C(C)C)n2)c1 | 8% | -2% | -5% | -1% | -2% | -22% | -2%
7 | COc1cccc(N2CC(NC(=O)CCCc3ccccc3)CC2=O)c1 (centres undefined) | 13% | -4% | -2% | 1% | 27% | -5% | -2%
8 | CCC(CC)c1nn2c(=O)cc(COc3ccc(NC(=O)c4ccccc4C)cc3)nc2s1 | 14% | -2% | 0% | ? | ? | -6% | -1%
9 | Cc1ccc(C)c(CN2C(=O)c3ccccc3S(=O)(=O)c3ccc(C(=O)Nc4cc(F)ccc4F)cc32)c1 | -3% | -2% | 0% | -8% | -2% | -10% | -2%
10 | COc1ccc(Br)cc1CNC(=O)CN1C(=O)CCCc2ccccc21 | 2% | 1% | -1% | -2% | -16% | -15% | 2%
11 | COc1ccc(C2CC(=O)c3cnc4c(-c5ccc(F)cc5)c(C)nn4c3C2)cc1OC (centres undefined) | 18% | 0% | -6% | 10% | -15% | -24% | 10%
12 | Cc1cccc(N2CCN(C3=C(c4ccccc4)C(=O)c4ccccc43)CC2)c1C | . | -2% | 2% | 5% | 1% | . | 2%
13 | COc1ccc(CNC(=O)CN2C(=O)CSc3ccc(S(=O)(=O)N4CCOCC4)cc32)c(OC)c1 | -5% | -1% | 5% | 1% | -1% | -16% | 0%

Carrying on:
21: CCn1nc(C)c2c(-c3ccccc3)cc(=O)n(C(C)C(=O)Nc3cccc(F)c3)c21 (centres undefined)
22: CC1CCCN(CCCNC(=O)c2ccc3c(c2)N(Cc2ccc(Cl)cc2)C(=O)c2ccccc2S3(=O)=O)C1 (centres undefined)
23: CN(C)CCNC(=O)CN1C(=O)COc2ccc(S(=O)(=O)N3CCCC3)cc21
24: Cc1cc(C)c(NC(=O)C(=O)NCCc2csc(-c3ccc(F)cc3)n2)c(C)c1
25: Clc1cccc(CNc2cc(-c3ccccc3)nc3nncn23)c1
26: COc1ccc(OC)c(CNC(=O)C2CCN(S(=O)(=O)c3ccc4[nH]c(=O)oc4c3)CC2)c1
27: CCN(CC)c1ccc(NC(=O)CN2C(=O)c3cccnc3Oc3ccc(Cl)cc32)c(C)c1
28: Cc1ccc(CCNC(=O)c2ccc3c(c2)N(Cc2cccc(Cl)c2)C(=O)c2ccccc2S3(=O)=O)cc1
29: COc1ccc(-n2nc(C(=O)Nc3cccc(C)n3)c3c4ccccc4n(C)c3c2=O)cc1
compound no. | 21 | 22 | 23 | 24 | 25 | 26 | 27 | 28 | 29
NTMT1 inhibitor | -1% | ? | -2% | 67%[activator] | 14% | 6% | ? | ? | 11%
B2AR arrestin ag | -1% | 1% | -2% | -1% | -1% | 4% | -1% | 1% | 0%
PTAP-TSG101 blk | -6% | -13% | -12% | -8% | -1% | -5% | 2% | -10% | -4%
p53null 32C tox | 9% | ? | 4% | 6% | -7% | 5% | -2% | 20% | 2%
p53null 39C tox | 23% | 16µM* | 13% | 1% | -26% | -11% | -9% | -4% | -3%
FH mod | -43% | -6% | 0% | -9% | -4% | 6% | -8% | -12% | ?
GALK inh | 1% | 8% | 1% | -1% | 2% | -2% | 1% | 2% | -1%

Assay outcomes (PubChem)
